GSK3 alpha inh = blockers of GSK3A enzyme activity – biochemical, luminescence, cell-free homogeneous, HTS, primary screen. Glycogen synthase kinase-3 alpha (Homo sapiens), P49840. GSK-3 alpha kinase, ADP-Glo luminescence, 60 min. inhibition, % at 10 µM. actives 0.1% (n = 320,000);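 in the data active = inhibition above about 50%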;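 also: GST-tagged GSK-3 alpha with peptide substrate and 25 µM ATP; 0% = DMSO neutral wells and 100% = GW8510 positive control wells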
Target sequence (P49840 whole entry, looked up): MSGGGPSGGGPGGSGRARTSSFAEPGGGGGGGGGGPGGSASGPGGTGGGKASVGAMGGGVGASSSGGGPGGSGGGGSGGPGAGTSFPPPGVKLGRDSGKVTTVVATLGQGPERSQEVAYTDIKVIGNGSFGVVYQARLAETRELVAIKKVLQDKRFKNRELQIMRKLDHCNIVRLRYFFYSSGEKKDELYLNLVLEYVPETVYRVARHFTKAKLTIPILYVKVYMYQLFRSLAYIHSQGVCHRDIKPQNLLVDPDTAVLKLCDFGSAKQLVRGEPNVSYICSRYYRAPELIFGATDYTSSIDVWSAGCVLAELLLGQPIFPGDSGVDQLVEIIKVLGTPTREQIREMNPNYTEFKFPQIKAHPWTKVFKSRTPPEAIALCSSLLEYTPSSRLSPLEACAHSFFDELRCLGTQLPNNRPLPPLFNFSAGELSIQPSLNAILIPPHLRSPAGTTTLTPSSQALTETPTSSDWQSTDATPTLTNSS
* hit, by the source's call. The list is partial; the hit share may differ from the screen's.

Compound	GSK3 alpha inh
COc1cc(OC)cc(C(=O)OCC(=O)NC2CCCCCC2)c1	-5.1
C#CCOCCOCCOCCNc1nc(N2CCN(C(=O)CCCCCCCCCCNC(=O)[C@H](CCCCN)n3cc(CCO)nn3)CC2)nc(N2CCN(C(=O)CCCCCCCCCCNC(=O)[C@H](CCCCN)n3cc(C[C@@H](C)CC)nn3)CC2)n1	24.4
COCCN(CC(=O)Nc1cccc(C)c1C)C(=O)c1cc(S(=O)(=O)N2CCCC2)ccc1C	0.6
Cc1ccc(CNC(=O)COC(=O)CN2C(=O)C3CC=CCC3C2=O)cc1 (stereo not drawn)	-0.3
COc1ccc(S(=O)(=O)N(C)C[C@H]2Oc3ccc(NS(=O)(=O)c4c(C)noc4C)cc3C(=O)N([C@H](C)CO)C[C@@H]2C)cc1	-0.3
CC(C)[C@H](NC(=O)c1ccccc1F)C(=O)OCC(=O)NC1CC1	-2.6
Fc1ccccc1-c1cc2ncccc2cn1	-1.7
O=C(OCCc1cc2ccccc2c(=O)o1)c1cccc(Br)c1	8.8
Cc1ccc(S(=O)(=O)N2CCCCC2)cc1NC(=O)CNC(C)c1ccc(Cl)c(Cl)c1 (stereo not drawn)	-3.3
COc1cc(OC)cc(-c2c(-c3cccs3)c3cc(-c4ccc(CN5CCOCC5)cc4)ccc3n2C)c1	-2.6
CCOc1ccc(NC(=O)[C@@H]2CCCN2C(=O)c2cccs2)cc1S(=O)(=O)N1CCOCC1	-2.8
NCc1ccccc1	-1.5
O=C(COC(=O)c1cccc(F)c1)NCCC1=CCCCC1	-2.4
Cc1ccc2c(c1)NC(=O)[C@@]1(C)[C@@H](c3ccccc3)[C@H]3COc4ccccc4[C@@H]3N1C2=O	-1.8
Cc1cc(NS(=O)(=O)c2ccc(NC(=O)c3ccc(F)cc3)cc2)nc(C)n1	1.9
Cc1c(C(=O)OCC(=O)N(C)CC(=O)Nc2ccc(F)cc2)oc2ccccc12	1.6
COc1cc2cc(CCCOC(=O)CCCC(=O)O)oc(=O)c2cc1OC	0.4
O=C(O)c1ccccc1C(=O)OCc1c(-c2ccccc2)ncc2ccccc12	2.1
C[C@H](NC(=O)c1ccc(Cl)c(S(=O)(=O)N2CCOCC2)c1)c1nc2ccccc2[nH]1	0.7
CCOc1ccc(S(=O)(=O)NCCC(=O)NCC2CCCO2)cc1 (stereo not drawn)	-0.3
COc1ccc(CNC(=O)COC(=O)c2c(NC(C)=O)sc(C)c2C)cc1	-5.1
O=C(OCC#CCSc1nnc(-c2cccc3ccccc23)o1)c1cccc2[nH]ccc12	-0.5
Cc1cc(C(=O)OCC(=O)N2CC(C)OC(C)C2)c(C)n1-c1ccccc1 (stereo not drawn)	-5.1
CCN(CC(=O)Nc1ccc(NC(C)=O)cc1)C(=O)c1cc2ccccc2oc1=O	4.2
Cc1ccc(Cn2c(=O)c3ccccc3n3c(SCC(=O)N4CCCCC4C)nnc23)cc1 (stereo not drawn)	-0.6
COc1ccc(OC)c(C=NNC(=O)c2ccc(NS(=O)(=O)c3cccs3)cc2)c1	-0.9
Cc1cccc(NC(=O)CSc2nc3ccccc3c(=O)n2CC2CCCO2)c1 (stereo not drawn)	1.9
N#Cc1ccc(OCC(=O)Nc2nc(-c3ccncc3)cs2)cc1	-0.4
CC(C)CC1NC(=O)c2ccccc2-n2c1nc1cc(F)ccc1c2=O (stereo not drawn)	-2.2
CC(NC(=O)COC(=O)C1CC1C)c1ccccc1 (stereo not drawn)	-0.2

By substructure, those above with an aryl methoxy group (6)
Compound	GSK3 alpha inh
COc1cc(OC)cc(C(=O)OCC(=O)NC2CCCCCC2)c1	-5.1
COc1ccc(S(=O)(=O)N(C)C[C@H]2Oc3ccc(NS(=O)(=O)c4c(C)noc4C)cc3C(=O)N([C@H](C)CO)C[C@@H]2C)cc1	-0.3
COc1cc(OC)cc(-c2c(-c3cccs3)c3cc(-c4ccc(CN5CCOCC5)cc4)ccc3n2C)c1	-2.6
COc1cc2cc(CCCOC(=O)CCCC(=O)O)oc(=O)c2cc1OC	0.4
COc1ccc(CNC(=O)COC(=O)c2c(NC(C)=O)sc(C)c2C)cc1	-5.1
COc1ccc(OC)c(C=NNC(=O)c2ccc(NS(=O)(=O)c3cccs3)cc2)c1	-0.9

Carrying on.
Compound	GSK3 alpha inh
Cc1ccc(S(=O)(=O)N2CCOCC2)cc1NC(=O)CNC(C)c1ccccc1 (stereo not drawn)	-4.6
COc1ccc(C(=O)COC(=O)c2sccc2C)cc1OC	-0.7
Fc1cccc(CN(C2=NCCN2)c2c(Cl)cccc2Cl)c1	-0.9
CC(C)Cn1c(N)c(C(=O)COC(=O)c2cc3ccccc3cc2O)c(=O)n(C)c1=O	1.4
Cc1ccc(S(=O)(=O)N2CCCCC2)cc1NC(=O)C1CC1	1.4
N#Cc1ccc(CSc2ccc(S(=O)(=O)N3CCCC3)cn2)cc1	0.6
O=[N+]([O-])c1cc(C(F)(F)F)ccc1Cl	-1.4
O=C(COC(=O)CNC(=O)c1ccc(Cl)cc1Cl)NNC(=O)c1ccccc1F	-7.1
CCN(C[C@H]1N[C@@](Cc2ccccc2)(C(=O)OC)[C@H]2C(=O)N(Cc3ccccc3)C(=O)[C@@H]12)C(=O)Nc1ccc(Cl)cc1	-1.1
CCN(C(=O)CSc1nc(C)nc2sc3c(c12)CCC3)C1CCS(=O)(=O)C1 (stereo not drawn)	-0.5
O=C(NCc1ccccn1)c1cccc(S(=O)(=O)N2CCCCC2)c1	9.1
Cc1ccccc1CC(=O)Nc1cccc(S(=O)(=O)N2CCCC2)c1	0.7
CCN(C(=O)COc1ccccc1C(=O)NCc1ccccc1)C1CCS(=O)(=O)C1 (stereo not drawn)	-1.8
CC(C)C(NC(=O)c1ccc(Cl)cc1Cl)C(=O)N1CCN(S(=O)(=O)c2ccccc2)CC1 (stereo not drawn)	-0.9
COc1ccc(NC(=O)COc2cccc3c2OC(C)(C)C3)cc1OC	-0.9
Cc1ccc(C)c(OCCC(=O)Nc2ccc3c(c2)OCO3)c1	2.5
COc1ccc(OC)c(S(=O)(=O)NCCCN2CCOCC2)c1	6.5
CCN(c1ccccc1)S(=O)(=O)c1ccc(Cl)c(NC(=O)CNCc2ccccc2OC)c1	-9.4
COc1cc(S(=O)(=O)N(C)Cc2ccc3c(c2)OCCO3)ccc1NC(C)=O	-3.1
COc1ccc2c(c1)OC[C@H]1[C@H]2N2C(=O)CN(CC3CCCO3)C(=O)[C@@]2(C)[C@H]1c1ccccc1 (stereo partly drawn)	0.5
C[C@H](CO)N1C[C@H](C)[C@@H](CN(C)S(C)(=O)=O)Oc2ccc(NC(=O)Cn3cnnn3)cc2C1=O	-3.6
CCN(CC)C(=O)c1[nH]cnc1C(=O)Nc1ccc(Cl)cc1	1.2
O=C(COc1ccc([N+](=O)[O-])cc1Cl)Nc1ccc2[nH]c(=O)[nH]c2c1	-1.3
CC(C)Oc1ccc(C(=O)NN2C(=O)NC3(CCCCC3)C2=O)cc1	-2.9
CC(C)NC(=O)N(C)C[C@H]1Oc2ccc(NC(=O)CCC(F)(F)F)cc2C(=O)N([C@H](C)CO)C[C@@H]1C	0.6
CCCCn1nc(C(=O)NCC(=O)Nc2c(C)cccc2C)c2ccccc2c1=O	-1.5
CCCN(CC(=O)Nc1ccc(F)c(F)c1F)CC(=O)Nc1c(C)n(C)n(-c2ccccc2)c1=O	-4.6
CC(NC(=O)COC(=O)Cn1cc(C(F)(F)F)ccc1=O)c1ccccc1 (stereo not drawn)	-4.0
CCCCNc1c(-c2ccc(SC3CCCCC3)c(OC)c2)nc2ccc(C)cn12	-6.2
COc1ccccc1C(=O)OCC(=O)NC(=O)NC1CCCC1	-2.1

(continued)
Compound	GSK3 alpha inh
CCOc1ccc(OCCCC(=O)ON=C(N)c2ccccc2C)cc1	-0.6
O=C(COC(=O)c1cnccn1)Nc1cc(S(=O)(=O)N2CCOCC2)ccc1Cl	0.1
COc1cc(C)ccc1OCC(=O)NC1CCCCCC1	-2.1
COc1ccc(C(=O)Nc2cc(-c3ccccc3)nn2-c2ccccc2F)cc1	-2.8
COc1ccc(CCC(=O)N2CCN(S(=O)(=O)c3cccc(C(F)(F)F)c3)CC2)cc1OC	-2.8
O=C(NNC(=O)C1CC1)c1ccc(F)cc1F	1.2
O=C(N[C@@H]1C/C=C\C[C@@H](CC(=O)N(CCO)Cc2ccccc2)C(=O)NC[C@H](c2ccccc2)OC1=O)OCC1c2ccccc2-c2ccccc21	-5.0
Cc1ccc2nc3n(c(=O)c2c1)-c1ccc(Cl)cc1C(=O)NC3Cc1ccccc1 (stereo not drawn)	-2.5
COc1ccc([C@H]2CC(=O)C=C(c3ccc(Cl)cc3C)C2)cc1	-2.3
c1cncc(-c2ccc3ncnc(NCc4ccc5c(c4)OCO5)c3c2)c1	0.8
O=C(CCCNC(=O)c1ccc(Cl)cc1)Nc1cccc(S(=O)(=O)N2CCCCC2)c1	-3.6
C=CCn1c(SCC(=O)NC(=O)Cc2ccccc2)nnc1-c1ccccc1F	0.2
COc1ccc(NC(=O)Nc2cccc3c2O[C@H](CN(C)S(=O)(=O)c2ccccc2)[C@@H](C)CN([C@H](C)CO)C3=O)cc1	3.5
Cc1c(C(=O)OCC(=O)N2CCCCC2C)oc2ccccc12 (stereo not drawn)	0.3
NC(=O)c1ccc(NC(=O)CCCN2C(=O)NC3(CCCC3)C2=O)cc1	-1.7
Cc1cc(C(=O)COC(=O)c2n[nH]c(=O)c3ccccc23)c(C)n1C(C)C	-2.9
COc1ccc(CN(C)CC(=O)Nc2ccccc2C(=O)NC2CC2)cc1F	-3.8
COc1ccccc1/C=C/C(=O)OCC(=O)NC(=O)NC1CCCC1	-7.0
O=C(c1ccccc1)N1CCN(S(=O)(=O)c2ccc(Cl)c(C(F)(F)F)c2)CC1	0.1
CN(C)S(=O)(=O)c1cc(NC(=O)COC(=O)CC2CC3CCC2C3)ccc1Cl (stereo not drawn)	0.4
COc1ccc(S(=O)(=O)N2CCc3ccccc32)cc1C(=O)NCC(c1ccco1)N1CCCC1 (stereo not drawn)	-0.1
CC(=O)NCc1ccc(-c2csc(NC(=O)CCc3nc4ccccc4c(=O)[nH]3)n2)s1	-2.1
COc1ccc([C@H]2CC(=O)C=C(c3cccc(Cl)c3)C2)cc1	-1.8
CC[N+]1(C)[C@@H]2CC[C@H]1CC(OC(=O)[C@H]1CCC(C(=O)OC3C[C@H]4CC[C@@H](C3)[N+]4(C)CC)(c3ccccc3)c3ccccc31)C2 (stereo partly drawn)	0.7
CN1CC(=O)N2[C@H]3c4ccccc4OC[C@@H]3[C@H](c3ccccc3)[C@]2(C)C1=O	0.4
CN(CC(=O)Nc1ccccc1Br)C(=O)c1ccccc1OCc1ccc(F)cc1	-2.9
Cc1ccnc2nc(C(=O)OCC(=O)c3ccc(Cl)cc3)nn12	-0.8
COc1ccc(C(=O)c2c(-c3ccc(OC)cc3)oc3ccccc23)cc1	-2.6
CNC[C@@H]1Oc2ccc(NC(=O)Nc3cccc4ccccc34)cc2C(=O)N([C@@H](C)CO)C[C@@H]1C	0.3
Cc1ccc(C(=O)N2CCN(C(=O)C3CCCO3)CC2)cc1 (stereo not drawn)	-6.6

Next results follow:
Compound	GSK3 alpha inh
CC1(C2CC2)NC(=O)N(CC(=O)Nc2ccc(F)cc2F)C1=O (stereo not drawn)	4.3
CC(=O)Nc1ccc(NC(=O)CSc2nnc(C3CC3)n2-c2ccccc2)cc1	0.4
COc1ccc(S(=O)(=O)N2CCOCC2)cc1NC(=O)CCc1cc(OC)c(OC)c(OC)c1	-6.5
CCC(CO)Oc1cc(NCc2ccc(C(=O)O)cc2)c2ncn(C(C)C)c2c1 (stereo not drawn)	-1.1
NC(=O)c1cc(S(=O)(=O)N2CCCC2)ccc1OCCOc1ccccc1	6.0
O=C(NC(=S)NCc1ccccc1Cl)c1cccs1	0.6
C#CCOCCOCCOCCNc1nc(N2CCN(C(=O)[C@H](CCCCN)n3cc([C@@H](N)CC(N)=O)nn3)CC2)nc(N2CCN(C(=O)[C@H](CCCCN)n3cc([C@@H](N)CC(N)=O)nn3)CC2)n1	5.4
CC(C)C[C@@H](CN1C(N)=NC[C@@H]1C)NC(=O)CC12CC3CC(CC(C3)C1)C2	-1.5
Cn1c(N)c(C(=O)COC(=O)COc2ccc(Cl)cc2Cl)c(=O)n(C)c1=O	-2.9
COc1ccc([C@@H]2CC=C(C(=O)O)[C@H](c3ccccc3)N2S(=O)(=O)c2ccccc2C)cc1	0.7
CN(CC(=O)NCCCN1CCOCC1)S(=O)(=O)c1ccc(Cl)cc1	-0.7
CCOc1ccc(NC(=O)CN(C)C(=O)c2c(-c3ccccc3)noc2C)cc1OCC	0.7
O=S(=O)(c1ccccc1F)N1CCN(CCOc2ccccc2)CC1	6.9
Cc1cc(C)c(NC(=O)COC(=O)c2ccncc2)c(C)c1	-3.2
COc1ccc(S(=O)(=O)Nc2ccc3c(c2)C(=O)N([C@H](C)CO)C[C@H](C)[C@@H](CN(C)S(=O)(=O)c2ccccc2)O3)cc1	-0.9
COc1ccc([N+](=O)[O-])cc1NS(=O)(=O)c1cccc(C(=O)OC2CCOC2=O)c1 (stereo not drawn)	-1.8
C[C@H](CO)N1C[C@H](C)[C@@H](CN(C)Cc2ccccc2)Oc2ccc(NC(=O)CCCCCC(=O)Nc3ccccc3N)cc2C1=O	-0.6
CCCCn1c(N)c(N(CCOC)C(=O)CSc2nnc(-c3ccco3)n2CC)c(=O)[nH]c1=O	-2.2
CCCNC(=O)C(Cc1ccccc1)NC(=O)c1ccccc1 (stereo not drawn)	-0.3
O=C(CSc1ncnc2sc3c(c12)CCCC3)NC1CCS(=O)(=O)C1 (stereo not drawn)	1.6
COc1ccccc1CNC(=O)COC(=O)COc1ccccc1F	11.5
CCOc1ccccc1NC(=O)C1CCCN1C(=O)c1cccs1 (stereo not drawn)	-0.1
